Screening data as filed in PubChem.
ROC1-CUL1 inh = inhibitors of human ROC1-CUL1 ubiquitin ligase activity | in vitro K48 di-Ub FRET, acceptor:donor ratio, 45 min | inhibition, % at 10 µM | hit rate 0.6% among 140,000 | AID 1347404; in the data active = inhibition above about 25%
Target sequence (P62877 whole entry, looked up): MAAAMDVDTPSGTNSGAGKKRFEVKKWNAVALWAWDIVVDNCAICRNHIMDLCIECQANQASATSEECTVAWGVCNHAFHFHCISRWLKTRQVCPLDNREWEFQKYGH
Target sequence (Q13616 whole entry, looked up): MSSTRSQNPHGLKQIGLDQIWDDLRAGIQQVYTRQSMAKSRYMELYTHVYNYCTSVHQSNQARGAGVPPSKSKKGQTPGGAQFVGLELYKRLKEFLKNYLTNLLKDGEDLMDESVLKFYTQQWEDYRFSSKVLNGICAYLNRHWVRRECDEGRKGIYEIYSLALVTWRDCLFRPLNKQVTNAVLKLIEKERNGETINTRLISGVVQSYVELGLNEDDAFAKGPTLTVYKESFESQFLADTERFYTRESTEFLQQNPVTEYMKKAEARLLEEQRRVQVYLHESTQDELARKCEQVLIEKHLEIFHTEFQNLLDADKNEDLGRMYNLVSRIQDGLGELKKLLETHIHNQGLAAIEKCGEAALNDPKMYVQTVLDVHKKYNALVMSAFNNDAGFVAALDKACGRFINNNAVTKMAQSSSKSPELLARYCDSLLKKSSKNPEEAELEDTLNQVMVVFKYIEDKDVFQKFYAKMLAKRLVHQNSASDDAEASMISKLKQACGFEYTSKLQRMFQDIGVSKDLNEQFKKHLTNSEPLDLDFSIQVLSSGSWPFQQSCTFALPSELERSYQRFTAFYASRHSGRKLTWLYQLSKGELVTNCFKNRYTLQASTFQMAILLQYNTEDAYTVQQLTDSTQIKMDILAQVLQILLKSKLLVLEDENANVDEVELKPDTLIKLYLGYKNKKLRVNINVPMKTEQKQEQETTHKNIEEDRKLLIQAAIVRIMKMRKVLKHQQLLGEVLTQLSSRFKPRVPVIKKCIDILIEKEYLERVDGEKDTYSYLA
Starred values were filed as active, the others as inactive; & = joins results of further samples.

SMILES	ROC1-CUL1 inh
Cc1ccn2c(c1)nc(=O)c1cc(S(=O)(=O)N3CCCCC3)c(Cl)cc12	8.5
COc1ccc(F)c(CN2CCCC3(CCN(C(=O)c4ccco4)C3)C2)c1 (stereo not given)	4.7
O=S(=O)(c1ccc(-c2csc(-c3ccccc3)n2)cc1)N1CCCCCC1	1.4
CC(=O)COc1cc(OCC(C)=O)c2c(C)cc(=O)oc2c1	6.5
Cc1ccc(Cn2ccnc2SCC(=O)NC2CCCC2)cc1	-8.1
CC(=O)SC(C[N+](=O)[O-])c1cn(C(C)=O)c2ccccc12 (stereo not given)	5.0
FC(F)(F)c1ccc(-c2cnccn2)cc1	4.1
Cc1ccc(CC(=O)Nc2c(C(=O)N3CCN(c4ccccc4F)CC3)oc3ccccc23)cc1	-3.2
Cc1ccc(-c2cc(C(=O)N3CCCC3c3ccc(C(N)=O)s3)n[nH]2)o1 (stereo not given)	2.5
O=C(Cc1ccc([N+](=O)[O-])cc1)NCc1ccc(Cl)c(Cl)c1	-0.3
CN(C(=O)c1ccc([N+](=O)[O-])o1)c1ccccc1	9.1
O=C(NCc1ccccc1Cn1cccn1)Nc1nncs1	4.4
CC(C)n1cc(C(=O)NCC2CCCCC2)c(=O)c(C(=O)N2CCN(C(=O)c3ccco3)CC2)c1	8.6
Cc1ccc(CNC(=O)C2C=Nc3ccc(S(=O)(=O)N4CCOCC4)cc3C2=O)cc1 (stereo not given)	-7.1
N#CC1C(=N)Oc2cc(O)c(C=Nc3cccc(F)c3)cc2C1c1ccco1 (stereo not given)	47.8*
Cc1nc(-c2ccc(Cl)cc2)sc1CCNC(=O)Cc1ccc(F)cc1	1.2
C=CCOc1cccc(/C=C2\C(=O)Nc3ccc(Br)cc32)c1	3.4
Cc1ccc2cc(C3C4=C(CCCC4=O)OC(=N)C3C#N)c(Cl)nc2c1 (stereo not given)	9.2
CNS(=O)(=O)c1cccnc1N1CCN(C(C)C)CC1	2.1
CC(=O)Nc1cccc(Cl)c1[N+](=O)[O-]	2.4
Cc1cccc(NC(=O)C(c2ccccc2)N2Cc3ccccc3C2=O)c1C (stereo not given)	-4.0
COc1ccc(CC(=O)NC(C)C)cc1	-3.8
CCNC(=O)c1cc2n(n1)CCCN(Cc1ccc(C)cc1)C2=O	2.7
COc1cc(NC(=S)NC2CC(C)(C)NC(C)(C)C2)c(OC)cc1Cl	7.6
Cc1cc2c(cc1C)-c1c(sn(-c3ccc(Cl)cc3)c1=S)C(C)(C)N2	4.0
COCCCNC(=O)c1cccc(C)c1	0.0
CC1CCc2sc(N3C(=O)C4C5C=CC(C5)C4C3=O)c(C#N)c2C1 (stereo not given)	-0.9
O=C(c1ccccc1)c1cnn(-c2ccccc2)c1-c1ccccc1	-5.2
Cc1ccc(/C=C2/SC(=O)N(CC(=O)Nc3ccccc3)C2=O)s1	2.2
CN1CC=C(CNc2ccc(Br)c3ccccc23)CC1	0.3
Cc1ccc(CNC(=O)N2CCN(c3ccccc3)CC2)cc1	5.3
Cc1coc(C)c1C(=O)Nc1ccc(Br)cc1	14.5
Cc1ccc(CCNC(=O)c2ccc(NC(=O)N3CC(C)Sc4ccccc43)cc2)cc1 (stereo not given)	2.3
CN1CCN(c2nc3c(c(=O)n(C)c(=O)n3C)n2Cc2ccccc2)CC1	2.7&1.3
COC(=O)[C@]1(C)C[C@H](C(=O)N2CCOCC2)[C@H](c2ccc(Cl)cc2)N1C	7.4
CCOCCCNC(=O)CSc1ccc(Cl)cc1	-12.6
CC(C)CC1CC(=O)c2sc3ccccc3c2O1 (stereo not given)	-6.5
CCOc1cc(C#N)c(Cl)cc1OC	-10.6
COc1ccc(S(=O)(=O)c2c(O)c(C)cc(NC(=O)c3ccccc3)c2C(C)C)cc1	-9.4
N=C(OCc1ccccc1)c1cncc(N2CCOCC2)n1	16.5
O=C1CC(c2nnc(Cc3ccc(F)cc3Cl)o2)CN1c1ccccc1 (stereo not given)	-3.7
C/C(=N\NC(=O)c1ccco1)c1cc(Cl)sc1Cl	5.1
Cc1ccn2c(c1)nc(=O)c1cc(S(=O)(=O)N3CCC(C)CC3)c(Cl)cc12	-1.7
CCn1ccnc1Cn1ccc(-c2cccc(-c3ccc(-n4cnnc4)nc3)c2)n1	-6.9
O=C(NCc1ccco1)C1CCN(C(=O)N2CCOc3ccc(Cl)cc32)CC1	8.3
O=C(NCCS(=O)(=O)N1CCN(c2ccccc2F)CC1)c1ccccc1C(F)(F)F	-6.3
COc1ccc(CC(=O)NCC(c2ccc(Cl)cc2)N2CCOCC2)cc1 (stereo not given)	-5.9
Cc1ccc(-n2nnc(-c3nnc(-c4ccccc4)o3)c2C)cc1	1.0
Cc1c(CN2C(=S)N(c3ccc(Cl)cc3)C(=O)C2CC(=O)Nc2ccc(Cl)cc2)cnn1C (stereo not given)	2.1
Cc1nnc(SCc2ccccc2F)n1NCc1ccccc1	6.6
Cc1ccc2c(c1)c1c3n2CCN(CC(=O)NNC(=O)c2ccc(Cl)cc2Cl)C3CCC1 (stereo not given)	2.5
Cc1ccc(C23CC4CC(CC(C(=O)NC(C)(C)CO)(C4)C2)C3)cc1	7.9
COC(=O)CCC(=O)Nc1ccc(NC(C)=O)cc1	12.6
CCOc1ccc(-c2cc3nc(C4CCN(C(=O)OC(C)(C)C)CC4)c(C(=O)Nc4cc(OC)ccc4OC)cn3n2)cc1	0.0
Cc1cccc(NC(=O)C2CCN(c3ncc(-c4ccccc4)c(-c4ccccc4)n3)CC2)n1	2.0
COc1ccc(-n2nnnc2-c2cnc(-c3ccncc3)nc2C(F)(F)F)cc1	-2.8
Cc1ccc(-n2ccc3cc(F)ccc32)cc1	-4.7
O=C(c1ccccc1)c1ccc2nc(-c3ccc(NC(=O)C(F)(F)F)cc3)[nH]c2c1	-1.2
O=C(Nc1nc(-c2ccc(Cl)c(Cl)c2)cs1)C1CC1	-3.3
COCCN1CCC(CN(Cc2ccncc2)CC(C)C)CC1	0.3

With a hit mark in ROC1-CUL1 inh (from the list above):
SMILES	ROC1-CUL1 inh
N#CC1C(=N)Oc2cc(O)c(C=Nc3cccc(F)c3)cc2C1c1ccco1 (stereo not given)	47.8*

Of the compounds above, these contain a furan ring, fused or not.
SMILES	ROC1-CUL1 inh
COc1ccc(F)c(CN2CCCC3(CCN(C(=O)c4ccco4)C3)C2)c1 (stereo not given)	4.7
Cc1ccc(CC(=O)Nc2c(C(=O)N3CCN(c4ccccc4F)CC3)oc3ccccc23)cc1	-3.2
Cc1ccc(-c2cc(C(=O)N3CCCC3c3ccc(C(N)=O)s3)n[nH]2)o1 (stereo not given)	2.5
CN(C(=O)c1ccc([N+](=O)[O-])o1)c1ccccc1	9.1
CC(C)n1cc(C(=O)NCC2CCCCC2)c(=O)c(C(=O)N2CCN(C(=O)c3ccco3)CC2)c1	8.6
N#CC1C(=N)Oc2cc(O)c(C=Nc3cccc(F)c3)cc2C1c1ccco1 (stereo not given)	47.8*
Cc1coc(C)c1C(=O)Nc1ccc(Br)cc1	14.5
C/C(=N\NC(=O)c1ccco1)c1cc(Cl)sc1Cl	5.1
O=C(NCc1ccco1)C1CCN(C(=O)N2CCOc3ccc(Cl)cc32)CC1	8.3

Next part
SMILES	ROC1-CUL1 inh
COC(=O)CC(NC1CCN(c2ccc(C(=O)NCCN3CCOCC3)cc2)CC1)C(=O)OC (stereo not given)	-6.9
O=C(O)CCc1ccc(-c2cccs2)n1CC(=O)Nc1ccccc1C(F)(F)F	-4.4
CN(C)c1ccc(CNC(=O)C2CCN(S(=O)(=O)c3ccc4c(c3)oc(=O)n4C)CC2)cc1	-8.1
Cc1ccc2c(c1)CN(CC(=O)NC(C)c1c(C)nn(C)c1C)CC(c1ccsc1)O2 (stereo not given)	-2.1
CCOC(=O)CN1NC2(CCCCCCC2)NC1=S	-3.1
C/C=C(\C)CN1CCCC(CCC(=O)N2CCN(C)CC2)C1 (stereo not given)	-6.2
O=C(COc1ccccc1)Nc1c(Cl)ccc2nsnc12	-10.3
Nc1[nH]n(-c2ccccc2)c(=O)c1N=Nc1ccccc1C(=O)O	1.4
CCOc1ccc(OCCNC2CCCC2)cc1	-1.2
O=C1OC(c2ccc([N+](=O)[O-])cc2)OC1c1ccccc1 (stereo not given)	-7.2
Nc1ccccc1C(=O)NCc1ccc2c(c1)OCO2	-8.8
CCOc1ccccc1CNC(=O)c1oc2ccc3c(c2c1C)C(=O)CC(C)(C)O3	2.1
Cc1cccc2c3c([nH]c12)/C(=N\N=C\c1ccccc1)CC(C)(C)S3	-8.3
Cc1nc2sc3c(c2c(C)c1C)NC(=O)CC3=O	-5.8
CC(=O)C(Sc1nc(-c2ccccc2Cl)nc2c1c(=O)n(C)c(=O)n2C)C(=O)N(C)C (stereo not given)	5.1
Cc1cc(=O)[nH]c(=O)n1-c1ccc2c(c1)OCO2	1.2
CC(=O)c1cc(-c2ccccc2)n(CC(=O)NCc2ccccc2C)c1C	-5.7
Clc1ccc(CN2C3=NCCCN3c3ccccc32)c(Cl)c1	-2.2
Cc1c(NC(=O)CN2CCCC2)c(=O)n(-c2ccccc2)n1C	-0.9
COc1ccc(CNC(=O)C2CCN(Cc3nc(-c4ccc(Cl)cc4)oc3C)CC2)cc1	-11.6
CCc1nnc(NC(=O)CSc2nnc(CNc3cccc(C(F)(F)F)c3)n2CC)s1	-0.4
CCC(C)Oc1ccc(C(=O)N(C)c2ccccc2)cc1 (stereo not given)	-7.9
Cc1ccccc1NC(=O)CSc1nc2ccc(NC(=O)COc3ccccc3F)cc2s1	-7.2
CC(C)c1ccc(/C=C/C(=O)N=C2C(=O)N(c3ccccc3)N(C)C2C)cc1 (stereo not given)	13.6
CCn1cc2c(n1)-c1c(oc(C(=O)Nc3ccc(Br)cc3F)c1C)CC2	10.5
COc1ccc(-c2nn(-c3ccccc3)cc2/C=C2\SC(N3CCCCC3)=NC2=O)c(C)c1	2.3
O=C1C(=O)N(CN2CCN(c3ccc([N+](=O)[O-])cc3)CC2)c2ccccc21	-0.8
Cn1c(=O)c2c(nc(Oc3ccc(F)cc3)n2Cc2ccc(F)cc2)n(C)c1=O	-4.8
Cc1cccc(OCCN2CCNCC2)c1C	1.9
CCn1c(C)cc(C(=O)CSc2nccc(=O)[nH]2)c1C	12.4
COC1CCN(c2ccc(C(=O)NCC3CCN(CC(C)C)C3)cn2)CC1 (stereo not given)	-9.0
O=C(O)c1ccc(N2C(=O)c3ccccc3C2=O)cc1Cl	1.7
Cc1ccc(OCCN(C)C(=O)C2CC23CCN(Cc2ccc(F)cc2F)CC3)cc1 (stereo not given)	-5.2
Nc1nc(CN2CCN(Cc3ccccc3)CC2)nc(N2CCCCC2)n1	-1.8
COc1cccc(CCC2CCCN(C(=O)c3cccc4nccnc34)C2)c1 (stereo not given)	5.9
Cc1ccn2c3c(c(C(=O)OC(C)C)c2c1)C(=O)c1ccccc1C3=O	5.5
Cc1ccc(C(=O)Nc2nnc(CCS(=O)(=O)c3ccc(C)cc3)s2)cc1	-1.4
CC(=O)N(Cc1ccccc1)C1C(=O)NC(=N)N=C1N (stereo not given)	-9.5
COc1cccc(Oc2nc3c(c(=O)n(Cc4ccccc4F)c(=O)n3C)n2C)c1	-4.3
CC(C)(C)CN1CC(NC(=O)CSc2ccccc2)CC1=O (stereo not given)	1.2

Part of the list above, with the structure last:
ROC1-CUL1 inh	Compound
0.3	COCCN1CCC(CN(Cc2ccncc2)CC(C)C)CC1
7.6	COc1cc(NC(=S)NC2CC(C)(C)NC(C)(C)C2)c(OC)cc1Cl
-5.2	O=C(c1ccccc1)c1cnn(-c2ccccc2)c1-c1ccccc1

Next section.
SMILES	ROC1-CUL1 inh
COc1cccc2c1OCC(NCCc1ccccn1)C2 (stereo not given)	-13.3
COc1cccc2cc([N+](=O)[O-])c(=O)oc12	13.0
CCc1noc(C)c1C(=O)Nc1c(C)cccc1C	-3.1
CC(C)(C)CN1CCCC(O)(CNCc2ccccc2)C1=O (stereo not given)	-8.9
CCC(CC)C(=O)Nc1ccccc1C(=O)OCc1cc(=O)n2nc(C3CCCCC3)sc2n1	5.0
Cc1cc(Cl)ccc1NC(=O)CN1CCN(c2ccc(F)cc2)CC1	-0.7
COCCNC(=O)CCn1c(=O)c2cc(OC)c(OC)cc2n(CC(=O)Nc2ccccc2C)c1=O	5.7
CCC(=O)NS(=O)(=O)c1cccnc1Nc1ccc(Cl)cc1	2.8
c1ccc(-c2[nH]c(-c3cccc4ccccc34)nc2-c2ccc3ccccc3c2)cc1	-3.0
COc1cc(NC(=O)N2CCN(c3ccccn3)CC2)cc(OC)c1OC	2.5
CCn1cc(C(C)NC(=O)c2ccc(COc3cc(Cl)ccc3Cl)o2)c(C)n1 (stereo not given)	-5.5
CN(C)C(=O)CN(c1cccc(Cl)c1)S(C)(=O)=O	-3.1
CC1=Nc2ncnn2C(c2ccccn2)C1C(=O)Nc1cccc(C(F)(F)F)c1 (stereo not given)	-0.4
CN(C(=S)NC(=O)c1ccco1)c1ccccc1	-3.3
O=C(C(c1ccccc1)c1ccccc1)N1CC[C@@H](N2CCC(O)CC2)[C@H](O)C1	10.9
Cc1ccc(NS(=O)(=O)c2ccccc2[N+](=O)[O-])cc1Cl	8.8
O=C(O)COc1nsnc1N1CCOCC1	0.7
Cc1cnc(CN(C)C(=O)C2(N3C[C@@H](C)O[C@@H](C)C3)Cc3ccccc3C2)[nH]1	-2.6
O=C1CCC(CCC(=O)N2CCN(c3ccccc3F)CC2)(Cc2ccc3ccccc3c2)N1 (stereo not given)	-9.5
COc1cc2oc3ccccc3c2cc1N(CC(=O)N1CCCCC1)S(=O)(=O)c1ccccc1	1.4
CC1(C)CC(O)(C2(O)CC(C)(C)NC(C)(C)C2)CC(C)(C)N1	-1.0
Cc1[nH]c2ccc(F)cc2c(=O)c1CN1CCCCC1	0.6
COc1ccccc1NC(=O)c1c(NCc2ccc(OC)c(OC)c2OC)sc2c1CCCC2	-0.7
COc1ccc(C2CC(C(F)(F)F)n3nc(C(=O)Nc4cccc(Cl)c4Cl)c(Cl)c3N2)cc1OC (stereo not given)	-6.9
CCSc1cc(N2CCOCC2)nc(-c2ccc(Cl)cc2)n1	3.4
Cc1ccc(NS(=O)(=O)c2ccc(NC(=O)C3CCCCC3)cc2)c(C)c1	-3.0
CCOc1cc(Cl)c(C(c2c(C)n(C)n(-c3ccccc3)c2=O)c2c(C)n(C)n(-c3ccccc3)c2=O)cc1OCC	0.3
Cc1ccc(C)c(N2CCN(c3nccn4nc(-c5ccc(Br)cc5)cc34)CC2)c1	-8.2
COc1ccc(C(=O)Nc2ccc(S(=O)(=O)N3CCOCC3)cc2)cc1	-5.9

The list is partial; the hit share may differ from the screen's.
